Assay outcomes deposited in PubChem BioAssay by several laboratories.
ABHD5-PLIN5 inh – blocks binding of human ABHD5 to perilipin-5 | Q00G26+Q8WTS1 | inhibition, % at 4 µM | Split G. princeps luciferase complementation, luminescence, 4 h | 0.78% of 360,000 active;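 active means inhibition above the mean inhibition across every tested compound plus 3 SD, cut at about 22% in these data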;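 further: 0% = DMSO only wells and the 100% control is not disclosed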
NOD2 RIPK2 PPI – NOD2-RIPK2 protein interaction inhibition | CHO BLA complementation NOD2-RIPK2, CCF4 ratio | inhibition, % at 4.98 µM | 0.38% of 360,000 active; in the data active means inhibition above about 21%;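 further: 0% = vehicle only and 100% = reference blocker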
ABCB6 inh MLPCN – blocks the human ABCB6 transporter; AID 602162; K562-ABCB6 porphyrin accumulation, flow cytometry, 1 h; active compounds read low; fluorescence ratio to DMSO, % at 10 µM; Q9NP58; 0.19% of 360,000 active;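 active means fluorescence ratio to DMSO below 75%, the collection mean minus 3 SD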;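 further: signal is porphyrin accumulated inside mitochondria; 100% equals median channel fluorescence of DMSO control wells; lower ratio means ABCB6 inhibition with less porphyrin fluorescence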
TLR9-MyD88 inh – inhibitors of human TLR9-MyD88 binding | inhibition, % at 4.98 µM | 0.21% of 340,000 active | CHO BLA complementation TLR9-MyD88, CCF4 FRET ratio | Q9NR96+Q99836;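 active means inhibition above the mean over all tested compounds plus 3 SD, cut at about 21% in these data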;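 further: 0% = DMSO only wells and 100% = clavulanate BLA inhibitor control wells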
Target sequence (Q99836 whole entry, looked up): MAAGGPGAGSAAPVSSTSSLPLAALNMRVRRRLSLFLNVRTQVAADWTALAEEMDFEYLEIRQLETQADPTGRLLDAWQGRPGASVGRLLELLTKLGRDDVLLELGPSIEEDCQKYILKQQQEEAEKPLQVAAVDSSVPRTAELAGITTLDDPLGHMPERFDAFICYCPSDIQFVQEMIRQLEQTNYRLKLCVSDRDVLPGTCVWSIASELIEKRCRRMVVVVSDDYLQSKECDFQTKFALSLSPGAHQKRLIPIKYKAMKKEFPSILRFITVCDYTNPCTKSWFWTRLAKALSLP
Target sequence (Q9NR96 whole entry, looked up): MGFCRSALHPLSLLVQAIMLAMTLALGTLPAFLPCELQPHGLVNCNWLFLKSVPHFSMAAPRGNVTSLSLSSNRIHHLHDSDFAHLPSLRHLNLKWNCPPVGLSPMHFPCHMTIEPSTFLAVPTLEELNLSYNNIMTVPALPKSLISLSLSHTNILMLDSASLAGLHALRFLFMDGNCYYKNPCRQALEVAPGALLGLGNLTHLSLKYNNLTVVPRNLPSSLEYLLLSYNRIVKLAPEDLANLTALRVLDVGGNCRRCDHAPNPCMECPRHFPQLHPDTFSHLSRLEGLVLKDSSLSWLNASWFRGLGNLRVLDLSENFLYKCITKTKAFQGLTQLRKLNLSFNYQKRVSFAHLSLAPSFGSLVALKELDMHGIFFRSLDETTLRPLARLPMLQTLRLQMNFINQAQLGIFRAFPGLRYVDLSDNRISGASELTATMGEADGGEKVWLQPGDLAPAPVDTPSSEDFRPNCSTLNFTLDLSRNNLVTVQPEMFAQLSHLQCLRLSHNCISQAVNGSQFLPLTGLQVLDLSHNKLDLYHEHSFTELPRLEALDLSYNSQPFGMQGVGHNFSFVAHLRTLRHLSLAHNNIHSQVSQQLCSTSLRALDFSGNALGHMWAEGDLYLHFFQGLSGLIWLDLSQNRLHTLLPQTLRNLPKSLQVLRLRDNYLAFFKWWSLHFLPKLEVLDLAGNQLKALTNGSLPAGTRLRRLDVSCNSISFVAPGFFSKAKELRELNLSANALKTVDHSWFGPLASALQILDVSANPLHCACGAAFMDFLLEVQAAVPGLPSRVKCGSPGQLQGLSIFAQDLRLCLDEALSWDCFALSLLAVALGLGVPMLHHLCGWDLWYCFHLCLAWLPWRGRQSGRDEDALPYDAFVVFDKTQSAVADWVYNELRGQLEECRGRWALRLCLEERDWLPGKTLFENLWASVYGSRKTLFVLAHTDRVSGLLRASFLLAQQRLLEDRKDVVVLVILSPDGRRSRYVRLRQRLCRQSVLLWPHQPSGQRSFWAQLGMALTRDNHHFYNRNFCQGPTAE
MC4R antag cAMP – blocks human MC4R cAMP signaling. P32245. AID 540295. MC4R-expressing cells, MTII-stimulated cAMP, LANCE TR-FRET. 0.48% of 360,000 active. inhibition, % at 6.5 µM;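 active means inhibition above its plate's cutoff, the mean of tested wells on that plate plus 3 SD, cut at about 29% in these data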;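 further: 0% = Melanotan II alone and 100% = Melanotan II plus saturating MCL0020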
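Assay system: human MC4R-expressing U2OS cells; reagent: Melanotan II stimulation of cells; dosing: 6.5 µM single dose; timing: compound 30 min, challenge 1 h, detection 1 h; signal: TR-FRET cAMP assay; replicates: one well per compound, no replicates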
aDG glyco act – alpha-DG glycosylation activation. Pro5-aDG cells, alpha-DG glycosylation AlphaScreen (IIH6); 0% Pro5, 100% B10-LARGE cell signal. 0.22% of 360,000 active. activation, % at 10 µM;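 active means activation of at least 8% versus controls, or a plate z-score of at least 8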;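 further: Pro5 are CHO cells carrying HIG-tagged alpha-DG that lacks glycosylation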
MC4R ag barr – activates human MC4R beta-arrestin recruitment; 0.98% of 360,000 active; activation, % at 8.9 µM; U2OS MC4R beta-arrestin complementation, luminescence; percent of melanotan II response, DMSO zero;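 active means activation above a per-plate cutoff, the mean activation of sample wells on that plate plus 3 SD, cut at about 8% in these data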
Vif imaging – HIV Vif inhibition. HEK293T cells, Vif self-association by quenched fluorescence, imaging, 24 h. 0.35% of 340,000 active. inhibition, % at 7.49 µM; in the data active means inhibition above about 50%, passing the limit was not always enough; further: some results filed as inactive read as strong as hits
Granule exo inh – lytic granule exocytosis inhibition. TALL-104 LAMP-1 surface exposure, flow cytometry; cells stimulated with thapsigargin and PMA. AID 651702. 0.66% of 360,000 active. inhibition, % at 10 µM;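 active means inhibition above about 55%, limit read from the data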
N-glyco inh – N-linked glycosylation inhibition | D54 ERlucT glycosylation luciferase reporter, 24 h; percent of 100 nM tunicamycin response | reporter increase, % at 12.5 µM | 0.23% of 360,000 active | AID 588692;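 active means mean luciferase reporter signal, scaled so untreated is 0 and the glycosylation-blocking control 100, at or above a set limit in every replicate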;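 further: luciferase carries N-glycosylation sites so blocking glycosylation raises the light; 0% = median of neutral control wells and 100% = median of 100 nM tunicamycin wells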
* marks the source's active call; other numbers are inactive results; . = not tested or not shown. This is a subset; count on the stated rates, not on these rows.

SMILES	ABHD5-PLIN5 inh	NOD2 RIPK2 PPI	ABCB6 inh MLPCN	TLR9-MyD88 inh	MC4R antag cAMP	aDG glyco act	MC4R ag barr	Vif imaging	Granule exo inh	N-glyco inh
CSc1ccccc1NC(=S)N/N=C/c1cccn1Cc1ccc(F)cc1	-12	-5	98	-14	18	0.0	0.5	-5	-1	-1
COc1ccccc1N1CCN(c2nc3ccccc3nc2C(C#N)C(=O)OC(C)C)CC1 (stereo not given)	-9	1	90	-6	1	-0.4	-2.7	-11	2	-1
C1CCC(n2nnnc2CN2CCCC2)CC1	-1	-9	92	-3	6	0.2	-1.8	-3	-3	0
O=C(CN(C(=O)CNS(=O)(=O)c1ccc(F)cc1)c1ccccc1F)NCc1ccco1	6	-2	93	4	5	-0.1	-1.6	-2	2	1
CCCNC(=S)Nc1cccc(C(F)(F)F)c1	0	0	101	2	1	-0.2	-0.2	0	-3	0
O=C(O)c1ccccc1C(=O)Nc1ccc(-n2ccc(C(F)(F)F)n2)cc1	-2	-8	88	5	-1	0.0	1.9	3	4	2
CN(C(=O)CSc1nnc(-c2ccco2)n1N)C1CCCCC1	-4	9	101	1	1	0.2	-2.5	-9	-7	2
O=c1c2cnn(-c3ccc(F)cc3)c2ncn1Cc1cccnc1	-2	1	106	-12	9	0.2	0.3	-8	2	3
C[C@H]1COc2cccc(N3CCN(Cc4ccccc4F)CC3)c2S(=O)(=O)N1	0	1	97	.	.	0.3	.	.	-8	.
O=C(CCN1C(=O)/C(=C/c2ccccc2)SC1=S)NCCc1ccc(O)cc1	-11	-1	91	6	5	0.4	9.3*	12	0	-3
CCN1CCN(c2cc(C)c3cc(NC(=S)NCc4cccs4)ccc3n2)CC1	7	-1	100	4	4	0.9	0.3	5	5	-4
C[C@H](CO)N1C[C@H](C)[C@@H](CN(C)Cc2ccc(C(=O)Nc3ccccc3N)cc2)Oc2c(NC(=O)C3CCCCC3)cccc2C1=O	72*	2	96	-7	0	0.3	-0.8	-1	0	6
CC(=O)c1cccc(NC(=O)N2CCCC(C(=O)c3cc(F)ccc3F)C2)c1 (stereo not given)	0	-6	98	-8	9	-0.1	-0.8	0	-4	-2
CC(=O)O/N=C(/C)c1ncc(C(F)(F)F)cc1N1CCOCC1	9	-7	91	-6	-1	-0.4	1.8	.	0	4
COCCn1c(SCC(=O)NC2CCCC2)nnc1C(C)C	-7	1	100	9	12	-0.2	-0.9	4	4	0
Cc1nn(-c2ccc(C(=O)OC(C)C)cc2)c(C)c1[N+](=O)[O-]	1	-10	87	-4	-10	0.1	-1.2	0	0	0
C=CC[C@H](CC(=O)NCCO)C(=O)N[C@@H](COC(=O)[C@H](CC=C)CC(=O)OC(C)(C)C)Cc1c[nH]c2ccccc12	-4	-8	95	-4	-5	0.0	0.3	-3	-13	1
CCOc1ccc(/C=C2/SC(=S)N(C(C(=O)O)c3ccccc3)C2=O)cc1OCC (stereo not given)	-1	17	95	21	12	-0.2	-2.0	12	4	0
O=C(CCCn1c(=S)[nH]c2cc3c(cc2c1=O)OCO3)NCc1cccc(Cl)c1	-5	7	101	3	9	0.6	2.0	3	0	3
Cc1onc(-c2c(F)cccc2Cl)c1C(N)=S	4	-11	95	-14	26	0.1	-1.9	6	-3	0
O=C1/C(=C/c2ccc(Br)cc2)Oc2cc(O)ccc21	2	25*	100	18	-1	-0.1	-1.5	-12	6	1
OC[C@@H]1CN(Cc2cccs2)C[C@H](n2cnc3c(Nc4ccccc4)ncnc32)O1	-4	-5	94	.	3	-0.1	0.4	-3	-5	1
CCOC(=O)Cn1c2c(c(=N)c3c1CCC3)CCCC2	-3	-9	99	-1	7	0.9	0.8	8	0	0
COc1cc(/C=N/NC(=O)COc2ccc([N+](=O)[O-])cc2)ccc1OCC(=O)N1CCOCC1	-2	-1	96	-15	4	0.1	0.5	-1	5	3
CCOC(=O)c1c(/N=C/c2cc(C)ccc2O)sc2c1CCC2	1	12	89	-3	-9	0.1	1.6	-1	-1	1
Cc1ccc(C(=O)N/N=c2\oc3ccccc3cc2C(N)=O)cc1	5	-4	96	6	-20	-0.1	-0.9	-2	7	6
Cc1ccc(C(=O)Nc2ncc3c(Cl)cccc3n2)cc1	-4	-2	95	0	7	-0.3	-1.7	-4	-1	-14
CC(=O)c1c(C)nc(-c2ccc(OCC(=O)Nc3cccc(C)c3C)cc2)n1O	-1	0	100	6	2	-0.1	-0.7	5	-2	4
O=C(Cc1ccccc1)Nc1cccc(-c2nc3ncccc3o2)c1	-6	5	91	-6	6	0.3	1.8	-4	0	-1
NC(=O)c1cc2cc(Cl)ccc2o/c1=N/NC(=O)c1cccs1	-3	-2	97	4	-2	-0.1	-0.4	-2	-3	3
COc1cc(OC)cc(C(=O)NN2CCCCC2)c1	7	-5	99	1	-6	0.0	-0.6	-10	-1	2
CCCn1c(SCC(=O)Nc2ccccc2Oc2ccccc2)n[nH]c1=O	5	-9	76	4	5	0.8	0.8	6	-10	-1
O=C(CCCc1nc(-c2ccccc2)no1)Nc1cccnc1	-3	-11	92	-5	5	3.4	0.3	-4	2	-2
O=C(NC1CCCCC1)C1CC(=O)N(c2ccccc2)C1 (stereo not given)	-3	-9	93	2	4	0.3	1.6	-11	-7	1
O=C(Nc1ccon1)c1ccc(OC2CCCC2)cc1	-1	-5	93	-10	3	0.4	-1.7	-1	2	-10
Cc1ccc(S(=O)(=O)NCC(=O)N(CC(=O)NCc2ccco2)Cc2ccco2)cc1	2	-1	102	5	3	0.6	-1.8	-2	-5	1
CCC(C)(C)C1CCC(=NNC(=O)c2ccc(Br)o2)CC1 (stereo not given)	-2	0	94	4	-2	-0.2	0.1	-10	6	-1
CCOC(=O)c1cc(-c2cccc([N+](=O)[O-])c2)on1	4	-17	85	3	26	-0.4	0.5	-3	66*	1
C[C@@H]1CCC(=O)N(CC[C@H](Oc2ccccc2)c2ccccc2)CC1	3	-8	100	0	9	0.1	0.7	-7	-5	-4
COc1ccc(S(=O)(=O)N2CCCC2)cc1NC(=O)c1ccccc1F	-1	1	99	-8	5	-0.1	-3.3	40	-1	-1

Five entries out of the list, ordered by SMILES length, smallest number first:
SMILES	ABHD5-PLIN5 inh	NOD2 RIPK2 PPI	ABCB6 inh MLPCN	TLR9-MyD88 inh	MC4R antag cAMP	aDG glyco act	MC4R ag barr	Vif imaging	Granule exo inh	N-glyco inh
O=C1/C(=C/c2ccc(Br)cc2)Oc2cc(O)ccc21	2	25*	100	18	-1	-0.1	-1.5	-12	6	1
CCC(C)(C)C1CCC(=NNC(=O)c2ccc(Br)o2)CC1 (stereo not given)	-2	0	94	4	-2	-0.2	0.1	-10	6	-1
NC(=O)c1cc2cc(Cl)ccc2o/c1=N/NC(=O)c1cccs1	-3	-2	97	4	-2	-0.1	-0.4	-2	-3	3
COc1ccc(S(=O)(=O)N2CCCC2)cc1NC(=O)c1ccccc1F	-1	1	99	-8	5	-0.1	-3.3	40	-1	-1
COc1cc(/C=N/NC(=O)COc2ccc([N+](=O)[O-])cc2)ccc1OCC(=O)N1CCOCC1	-2	-1	96	-15	4	0.1	0.5	-1	5	3

(continued)
SMILES	ABHD5-PLIN5 inh	NOD2 RIPK2 PPI	ABCB6 inh MLPCN	TLR9-MyD88 inh	MC4R antag cAMP	aDG glyco act	MC4R ag barr	Vif imaging	Granule exo inh	N-glyco inh
O=C(Nc1ccc(N2CCCC2)c(Cl)c1)c1cccs1	-1	-11	108	0	-8	0.3	-1.4	11	-2	-7
CCOc1ccccc1-n1cnc2cc(C(=O)NCc3ccco3)ccc21	20	2	95	1	2	0.6	0.5	4	-19	-1
C[C@@H]1CN([C@H](C)CO)C(=O)Cc2cc(NS(=O)(=O)c3cn(C)cn3)ccc2O[C@H]1CN(C)S(=O)(=O)c1ccc(Cl)cc1	0	-14	93	4	7	0.0	0.9	6	-1	2
N=c1c(S(=O)(=O)c2ccccc2)cc2c(=O)n3ccccc3nc2n1Cc1cccnc1	-9	-6	103	2	-1	-0.6	-3.1	6	-5	-2
CCN1C(=O)[C@H]2[C@@H](c3ccc(C)cc3)N3C(=O)N(c4ccc(C(F)(F)F)cc4)C(=O)[C@@]3(CC)[C@H]2C1=O	-9	1	102	-3	11	0.1	3.7	2	5	4
CC(/C=N/NC(=O)c1cccnc1)=C\c1ccccc1	-1	-10	100	1	-6	-0.3	-1.7	14	0	2
Cc1cc(Cl)ccc1OCC(=O)NCC(=O)N/N=C/c1ccco1	0	2	99	1	2	0.3	0.6	0	-1	1
CONC(=O)c1ccc(-c2cccc3nccn23)cc1	-15	-10	94	.	-3	-0.3	-1.3	12	11	1
CC(C)(C)C1=CC(=O)C(N2CCOCC2)=CC1=O	1	-1	97	-12	-2	3.5	-0.8	-18	4	6
COC(=O)c1ccccc1NC(=O)CSc1n[nH]c(-c2ccco2)n1	-2	-1	98	1	-4	-0.1	-1.4	5	4	1
O=C(O)C1CCCN1C1=NS(=O)(=O)c2ccccc21 (stereo not given)	3	12	100	1	-3	-0.1	-1.5	27	-10	-1
O=C(NC1=NCCCCC1)c1cccc2ccccc12	1	7	97	10	6	-0.1	-1.6	-2	-1	3
Cc1ccccc1C(=O)N1CCN(c2ccc(NC(=S)NC(=O)c3cccs3)cc2)CC1	14	-7	95	2	-6	0.2	0.7	4	1	-7
COCCn1nnnc1C(c1cccc(C#N)c1)N1CCCCCC1 (stereo not given)	-3	-7	99	-8	4	0.3	-0.4	9	4	2
Cn1c(NC(=O)Cc2cccc3ccccc23)cc(=O)n(C)c1=O	3	3	92	9	-2	-0.1	-0.7	15	-3	0
CCn1c(SCC(=O)NNC(=O)c2ccc(OC)cc2)nnc1-c1ccco1	-2	-10	96	5	3	0.1	3.7	-3	-1	1
COc1ccc(-c2csc(NC(=O)CSc3nnnn3C)n2)c(OC)c1	12	-13	93	-1	-3	0.3	2.7	3	-2	1
O=C(NC1CCCC1)C(c1cccnc1)N(C(=O)c1ccco1)c1ccc(F)cc1 (stereo not given)	-1	1	97	-5	-1	0.0	0.0	2	-6	2
O=C(c1ccccn1)N(Cc1ccco1)C1(C(=O)Nc2ccc(Br)cc2)CCCCC1	2	5	99	.	6	-0.2	0.1	.	1	-4
CC1CN(CCc2ccccc2)c2nc3c(c(=O)n(CC(N)=O)c(=O)n3C)n2C1 (stereo not given)	-8	-2	96	7	0	-0.2	-2.1	18	0	2
O=C(Nc1nnc(SCc2ccc(F)cc2)s1)c1ccco1	1	-6	98	3	0	0.2	-0.9	-16	0	0
CCOC(=O)C1CCN(C(=O)CN(c2ccc(OC)c(OC)c2)S(=O)(=O)c2ccccc2)CC1	-1	5	98	-10	2	0.1	-0.7	-7	2	-1
Cc1ccc(CSCC(=O)Nc2ccccc2C(=O)O)cc1	1	-7	100	0	12	0.0	-1.2	-6	5	-12
COc1cccc(C2C3=C(N=c4s/c(=C\c5cccc(O)c5)c(=O)n42)c2ccccc2CC3)c1OC (stereo not given)	1	3	119	-3	5	0.7	-1.9	-5	17	-4
COc1cc(C(=O)NNC(=O)CCOc2ccccc2)cc(OC)c1OC	-10	-8	674	-7	6	-0.1	3.1	10	-5	1
CCCC(=O)Nc1cc(OC)c(NC(=S)Nc2cccc(C)c2)cc1OC	-1	0	102	-7	4	-0.4	-0.1	.	2	0
Cc1cc(Br)ccc1NC(=O)C1C2CCC(O2)C1C(=O)O (stereo not given)	-3	-5	97	0	-2	-0.1	-1.7	-4	-5	0
